Assay outcomes as filed in PubChem.
NCI-60 one-dose screen, 48 h, at 10 µM unless noted. Numbers give growth in % (100 = growth as untreated, 0 = no growth, -100 = all killed).
HL-60(TB) = HL-60(TB) leukemia cells; 9% of 78,000 active; AID 1794776; active means growth percent below 10
Starred values were filed as active, the others as inactive.

SMILES | HL-60(TB)
CCOC(=O)C(F)(C#N)C(C)CC (stereo unspecified) | 108.6
C=CCn1c(C)nc2cc(Nc3nc(Cl)nc4ccccc34)ccc21 | 84.1
O=C(SCc1c(O)c2ccccc2oc1=O)c1ccccc1 | 98.2
CCSc1nc(NC)c2cc(-c3ccc(C(F)(F)F)cc3)ccc2n1 | 98.3
O=C(O)/C=C/c1cn(-c2ccccc2)nn1 | 93.8
O=C1CSC(=NCC(=O)n2cnc3ccccc32)N1 | 100.0
c1ccc(CCn2c(-c3cccc(-c4ncon4)c3)nc3ccccc32)cc1 | 92.5
CCC1(c2ccccc2)NC(=O)N(C)C1=O (stereo unspecified) | 135.0
O=C1NC(=S)S/C1=C\c1cccs1 | 102.3
CN1CCC(OC(N)=O)CC1 | 157.6
Cc1cc2c(C(C)C)c(O)c(O)c(C=NCCCCCCC(=O)O)c2c(O)c1-c1c(C)cc2c(C(C)C)c(O)c(O)c(C=NCCCCCCC(=O)O)c2c1O | 28.9
Cc1ccc2c(n1)C(=O)C(Oc1ccc(Br)cc1)=CC2=O | 41.1
CCCCCCCCSc1nnc(-c2c(C)nc3ccc(Cl)cn23)o1 | 96.1
O=[N+]([O-])c1ccc(OCCCOc2ccccc2)c(Cl)c1 | 121.3
O=C(O)c1ccc(Nc2ccnc(SCC(=O)c3ccc(Br)cc3)n2)cc1 | 99.9
CC(=O)O[C@]1(C)C[C@H](O)[C@]2(O)C=CO[C@H](O[C@@H]3O[C@H](CO)[C@@H](O)[C@H](O)[C@H]3O)[C@@H]21 | 92.5
CNC1(C(N)=O)CCNCC1 | 84.6
Cc1ccc(C)n1-c1nnc(N2CCCC(C(=O)NCCc3c[nH]c4ccccc34)C2)s1 (stereo unspecified) | 82.3
Cn1cc(-c2ccc(-c3cncc(Cl)c3N3CCC4(CC3)CC(=O)NC4=O)cc2)cn1 | 52.9
CC(C)N=C(N)/N=C(\N)Nc1ccc2ccc3ccccc3c2c1 | -47.8*
COc1cc(C2C(C#N)=C(N)Oc3cc(N)ccc32)cc(Br)c1OC (stereo unspecified) | 92.9
CC1(C(=O)O)CCC(N)(C(=O)O)C1(C)C (stereo unspecified) | 101.2
CN(C)c1ccc([N+](=O)[O-])cc1[N+](=O)[O-] | 98.0
Cc1c(Cl)cc(-n2c(=O)c3ccccc3c3ccccc3c2=O)cc1Cl | 90.8
COc1ccc(-c2cc(-c3ccc(OC)cc3)n(-c3ccc(-c4nnc(SCC(N)=O)o4)cc3)n2)cc1 | 122.0
COc1ccc(C2=NN(C(C)=O)C(c3sc(N(C)Cc4ccccc4)nc3Cl)C2)cc1 (stereo unspecified) | 110.0
COc1cc(C2CC(c3ccc(C(F)(F)F)cc3)=Nc3c(N)nc(N)nc3N2)ccc1Oc1nc(Nc2ccc(F)cc2)nc(N(C)C)n1 (stereo unspecified) | 13.7
CC1=NNC(=O)C1C (stereo unspecified) | 123.9
Cc1cc(C(=O)Nc2ccc(Cl)cc2Cl)c(C)o1 | 98.4
COc1ccc(CN2C(=O)OC(C)(COC(C)=O)C2=O)cc1 (stereo unspecified) | 100.6
COC(=O)C1=C(C)NC(=S)NC1c1ccc2c(c1)OCO2 (stereo unspecified) | 97.3
Cc1csc(Nc2nc(-c3ccc(Cl)cc3)nc(C(Cl)(Cl)Cl)n2)n1 | 69.3
COc1ccc2c(c1)=C(c1sc(Nc3nnc(C)s3)nc1O)C(=O)N=2 | 100.0
CC(CCC#N)(CCC#N)C(=O)c1ccccc1 | 88.7
CN1C(=O)CC(O)C1=O (stereo unspecified) | 102.4
COc1cc2oc(-c3ccc(NC(=O)c4ccc5c(c4)OCO5)cc3)cc(=O)c2c(OC)c1OC | 90.9
CC(=O)Nc1ccc(C)cc1 | 99.0
N=C(N)c1ccc(OCCSCCOc2ccc(C(=N)N)cc2)cc1 | 77.9
O=C1N=C(N2CCN(c3ccccc3)CC2)S/C1=C\c1c(F)cccc1Cl | 120.2
CS(=O)(=O)c1ccc(-c2[nH]c3ccc(F)cc3c2/C=N/N=C(N)N)cc1 | 102.5
Cc1ncc(C(=O)Nc2ccc(CN3CCN(C)CC3)c(C(F)(F)F)c2)cc1C#Cc1c(N)ncc2ccc(F)cc12 | 9.4*
CN1C[C@H](C(=O)N[C@]2(C)O[C@@]3(O)[C@@H]4CCCN4C(=O)[C@H](Cc4ccccc4)N3C2=O)C[C@@H]2c3cccc4[nH]cc(c34)C[C@H]21 | 84.9
COc1ccc(NC(=O)c2ccc(NC3=C(c4ccc(Cl)cc4)C(=O)N(C)C3=O)cc2)cc1 | 66.4
C=C1CN(c2ccc(C)cc2)C(=O)C(=C)CN(c2ccc(C)cc2)C1=O | 101.7
CC(O)(c1cccs1)C(C(=O)O)c1ccccc1 (stereo unspecified) | 122.6
Cc1cccc(Nc2nc(N)c3ccccc3n2)c1 | 99.3
Nc1nc(N)nc(-c2ccco2)n1 | 114.1
COc1cc(/C=C2\Oc3cc(OCCN4CCCC4)ccc3C2=O)cc(OC)c1 | 86.1
Cn1cc(-c2nc(-c3c[nH]c4ccncc34)cs2)c2cc(Br)ccc21 | -61.4*
COc1ccc(-c2nc3c(-c4ccccc4)c(Nc4ccccc4)nn3c(N)c2C#N)cc1 | 89.0
Cc1cc(=O)n2n1-c1ccc3ccccc3c1NC(=O)C2 | 99.0
CCCCCCCCc1ccc(CC(=O)Nc2ccc(C)cc2C(=O)O)cc1 | 86.1
NC1=C(O)C(=O)C(c2ccccc2)O1 (stereo unspecified) | 59.2
CCCCCCCN(CCCCCCC)CC(O)c1ccc2cc(Cl)c3ccccc3c2c1 (stereo unspecified) | 119.4
CC(=O)c1ccc(O)cc1 | 96.7
CN1C(=O)CN=C(c2ccc[nH]2)c2cc(Cl)ccc21 (tested in a mixture with another compound) | 88.7
CCC(C)(C)c1ccc(OCCO)cc1 | 103.2
CSc1nc(N)nc2c1ncn2Cc1ccccc1 | 68.6
Cc1ccc(NC(=O)c2ccccc2)c(C)c1 | 99.9
CCN(Cc1ccccc1)c1nc(N)nc2[nH]ncc12 | 69.8

More entries:
SMILES | HL-60(TB)
Cc1ccc(NC(=O)c2ccc(CN3CCN(C)CC3)c(C(F)(F)F)c2)cc1Oc1ccc(-c2[nH]nc3ncnc(N)c23)cc1 | 113.2
Cc1ccc(S(=O)(=O)NC(=O)NC2=NC(C)(C)N(c3ccc(Cl)c(Cl)c3)C(N)=N2)cc1 | 59.8
CNc1nc(NC)nc(-c2ccccc2)n1 | 105.9
O=C(CN1N=C(c2ccccc2)CCC1=O)Nc1nccs1 | 92.2
O=[N+]([O-])c1cccc2nsnc12 | 103.8
CCCNC(=O)c1ccc(-n2c(=O)[nH]c3ccccc3c2=O)cc1 | 92.7
CNc1nnc2n(-c3ccccc3)c(=O)c3cnn(-c4ccccc4)c3n12 | 70.5
COc1cc(C2=Nc3c/c(=C\c4c(O)[nH]c5ccc(Cl)cc45)ccc3=N2)cc(OC)c1OC | 11.8
O=C(Cn1c(O)c(C=Nc2ccc(S(=O)(=O)Nc3ncccn3)cc2)c2ccccc21)c1ccc(Cl)cc1 | 132.6
COC(=O)/C=C\SC(=S)C1CCCC1=N (stereo unspecified) | 88.7
CCCCCN1C(=O)/C(=c2\sc3n(c2=O)C2C(NN=3)N(CCC)C(=O)N2CCC)c2ccccc21 (stereo unspecified) | 101.1
N#CC1(NO)CCCCC1 | 93.8
NC(=O)CNC(=O)c1ccccc1 | 94.6
O=c1nc(/C=C/c2ccc(Cl)cc2)oc2ccccc12 | 106.7
O=C(Nc1ccccc1)Nc1cccc(N=Cc2ccccc2O)c1 | 97.8
O=C1OCCN1CCn1ccnc1[N+](=O)[O-] | 98.0
CCc1ccc(C(C)=O)cc1 | 81.6
CCN(CC)CCCC(C)N=C(C1=C(C(=NC(C)CCCN(CC)CC)c2cccc(OC)c2)C(=O)NC1=O)c1cccc(OC)c1 (stereo unspecified) | -49.3*
COc1ccc(-c2cn[nH]c2-c2ccc(OC)c(O)c2)cc1 | 46.1
COc1ccc(-c2cc(-c3ccc(Cl)cc3)nc(NCCCCNc3ccnc4cc(Cl)ccc34)n2)cc1 | 16.7
CCOC(=O)c1c(-c2cc(OC)c(OC)c(OC)c2)csc1NC(=O)c1ccccc1 | 98.5
O=C(NCCc1c[nH]c2ccccc12)c1cc(S(=O)(=O)NCCc2c[nH]c3ccccc23)c(O)c(O)c1O | 92.6
O=C(O)Cc1ccc(Cl)cc1Cl | 107.0
O=C(Cc1ccccc1)c1ccc(Cl)cc1 | 110.7
CC(=O)OC[C@]12CC[C@@H](C(=O)/C=C/c3cccnc3)[C@@H]1[C@H]1CC[C@@H]3[C@@]4(C)CC[C@H](OC(C)=O)C(C)(C)[C@@H]4CC[C@@]3(C)[C@]1(C)CC2 | -15.1*
COc1ccc(/C=c2/nc3n(-c4ccccc4)c4n(n-3c2=O)N(N)/C(=N/N)NN=4)cc1 | 115.9
C[C@@H]1C(=O)CC[C@]2(C)[C@H]3CC[C@@H]4[C@H]5[C@H]6OC[C@@]5(CCC6(C)C)CC[C@@]4(C)[C@]3(C)CC[C@@H]12 | 116.3
Cc1ccc(N(Cc2ccc(Cl)cc2)C2OC(=O)c3ccccc32)cc1 (stereo unspecified) | 119.5
CS(=O)(=O)c1nccc(-c2c(-c3cccc(OCc4ccc(Cl)c(C(F)(F)F)c4)c3)nc3sccn23)n1 | 12.5
O=C(Nc1ccc([N+](=O)[O-])cc1)NN1CCCCCC1 | 91.8
COc1cccc2c1C(=O)c1c(O)c3c(c(O)c1C2=O)C[C@](O)(C(=O)CO)C[C@H]3O[C@@H]1C[C@@H](NC(=O)CCCCCN(C)C2(c3ccc(F)cc3)CC3CCC2C3)[C@H](O)[C@@H](C)O1 (stereo partly specified) | 84.9
CCOC(=O)/C(=C/c1ccc(OC)cc1)N(CC)CC | 98.0
O=C(Nc1ccc2c(O)c(N=Nc3ccccc3)c(S(=O)(=O)O)cc2c1)c1ccccc1 | 106.8
c1csc(-c2cn3ccnc3c(-c3ccc4ncn(C5CCCCC5)c4c3)n2)c1 | 73.4
CCn1c(=O)oc2ccc(Cl)cc21 | 104.7
O=C(Nc1ccc2c(c1)OCO2)C(=O)c1c[nH]c2ccc(F)cc12 | 71.9
[CH3][Sn]([CH3])([Cl])[S]CCN | 97.5
O=C(/C=C/C12c3ccccc3C(c3ccccc31)C1C(=O)NC(=O)C12)c1ccccc1 (stereo unspecified) | 9.8*
CCOC(=O)/C(F)=C/C1CC1C(CC)CC (stereo unspecified) | 92.4
Nc1cc2c(cc1Cl)-c1ccc([N+](=O)[O-])cc1/C2=N\O | 89.5
COc1cc(C2CC(c3cccc(Br)c3)=NN2)cc(OC)c1OC (stereo unspecified) | 145.8
CCCCCCn1c(-c2ccc(-c3nc(-c4ccc(Cl)cc4)no3)cc2)nc(-c2ccccc2)c1-c1ccccc1 | 102.5
CCOc1cc2c(c(O)c1OCC)C(=O)N[C@@H]1[C@@H](O)[C@@H](O)[C@H](O)C[C@@H]21 | 101.7
COc1ccc(OC)c(-c2c(C#N)c(=O)oc3c2c(N)nn3-c2ccccc2)c1 | 96.8
CN1C(=O)N(C)C2C1NN=c1s/c(=C\c3cccnc3)c(=O)n12 (stereo unspecified) | 82.7
O=C(Cc1ccccc1Nc1c(Cl)cccc1Cl)NN1C(=O)/C(=C/c2ccc(F)cc2)SC1=S | 100.6
CC(=O)N(CC#Cc1cccc(C(N)=O)c1)C[C@H]1C[C@@H](n2ccc3c(Cl)ncnc32)[C@H](O)[C@@H]1O | 75.7
O=C(CSc1nnc(-c2cc(-c3ccc(Cl)cc3)nc3ccccc23)n1-c1ccccc1)Nc1ccc(C(=O)/C=C/c2ccc(Cl)cc2)cc1 | 100.0
CC1CCCN(CCCCCOc2ccc3oc4ccc(Cl)cc4c(=O)c3c2)C1 (stereo unspecified) | 48.6
N/C(=N\C(N)=N\c1nc2ccccc2s1)c1ccnc(Cl)c1 | 1.2*
CC(=O)OC[C@H]1O[C@H](OC(C)=O)[C@H](NC(=O)/C=C/CCl)[C@@H](OC(C)=O)[C@@H]1OC(C)=O | 96.4
O=[N+]([O-])c1ccc(C(c2ccc([N+](=O)[O-])cc2)c2ccc([N+](=O)[O-])cc2)cc1 | 124.0
O=C1c2ccccc2S(=O)(=O)N1CCCN1C(=O)c2ccccc2S1(=O)=O | 118.6
COc1cc(Br)c(CC(=O)O)cc1OC | 102.6
COc1ccc(C(C#N)N2CCCC2)cc1 (stereo unspecified) | 95.3
O=C1C=Cc2cccc3ccc(O)c1c23 | 66.0
O=C(CSc1nc2sc3c(c2c(=O)n1Cc1ccccc1)CCCC3)N1CCOCC1 | 95.6
COC(=O)c1[nH]c(=O)c(C#N)c(C(=O)OC)c1C(=O)c1cccnc1 | 82.6

Given field by field: entries from further up.
> COc1ccc(C(C#N)N2CCCC2)cc1 (stereo unspecified)
  HL-60(TB): 95.3
> O=C1C=Cc2cccc3ccc(O)c1c23
  HL-60(TB): 66.0
> O=C(CSc1nc2sc3c(c2c(=O)n1Cc1ccccc1)CCCC3)N1CCOCC1
  HL-60(TB): 95.6

Among those listed so far, 7 contain two or more sulfur atoms.
SMILES | HL-60(TB)
O=C1NC(=S)S/C1=C\c1cccs1 | 102.3
COc1ccc2c(c1)=C(c1sc(Nc3nnc(C)s3)nc1O)C(=O)N=2 | 100.0
COC(=O)/C=C\SC(=S)C1CCCC1=N (stereo unspecified) | 88.7
CS(=O)(=O)c1nccc(-c2c(-c3cccc(OCc4ccc(Cl)c(C(F)(F)F)c4)c3)nc3sccn23)n1 | 12.5
O=C(Cc1ccccc1Nc1c(Cl)cccc1Cl)NN1C(=O)/C(=C/c2ccc(F)cc2)SC1=S | 100.6
O=C1c2ccccc2S(=O)(=O)N1CCCN1C(=O)c2ccccc2S1(=O)=O | 118.6
O=C(CSc1nc2sc3c(c2c(=O)n1Cc1ccccc1)CCCC3)N1CCOCC1 | 95.6

Reformatted as tab-separated lines: entries from further up.
mol	HL-60(TB)
O=C1c2ccccc2S(=O)(=O)N1CCCN1C(=O)c2ccccc2S1(=O)=O	118.6
CC(=O)OC[C@H]1O[C@H](OC(C)=O)[C@H](NC(=O)/C=C/CCl)[C@@H](OC(C)=O)[C@@H]1OC(C)=O	96.4

Not all compounds are listed, so the mix of outcomes need not match the whole.
